# Screens deposited in PubChem by National Center for Advancing Translational Sciences (NCATS).
# GLP1R inv ag: qHTS of GLP-1 Receptor Inverse Agonists (Inhibition Mode) | HEK293 GLP-1R CRE-luciferase, luminescence, 24 h; GLP-1R form is constitutively active | Potency, µM (series often up to 38.3 µM), for the others: top-dose activity change, negative = inhibition, most hits filed as inhibitors | AID 624417, 2012 | 410,000 compounds, 1.6% hits; further: potency means the concentration at half of the fitted maximal effect; on the % scale 0 is the no-effect control and ±100 the full control effect; nearly all actives have a fitted effect of over 55% in size
#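 Luminescence readout: a drop in cAMP-driven luciferase signal flags inverse agonism at a constitutively active GLP-1R stably expressed in HEK293. Compound exposure lasted 24 hr at 37 deg C, 5% CO2.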
# TDP43 rescue: qHTS of TDP-43 Inhibitors | TDP-43 expressing yeast growth rescue, BacTiter-Glo, 24 h | Potency, µM (series often up to 46.1 µM), for inactives: top-dose growth rescue (activation), actives largely listed as activators | 410,000 compounds, 1.8% hits | AID 652104, 2013; further: potency means the concentration at half of the fitted maximal effect; % of control where 0% means no effect; nearly all actives have a fitted effect of over 50% in size
#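 Galactose-induced TDP-43 yeast, OD600=0.02, compound pinned; 24 hr, 30 deg C; BacTiter-Glo luminescence for growth. Inhibitors of TDP-43 toxicity read as activators.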
# HEK293 tox: qHTS of GLP-1 Receptor Inverse Agonists: Cytotox Screen; Potency, µM (top dose mostly 38.3 µM), for inactives: at the highest dose activity change, negative = inhibition, most hits filed as inhibitors; 410,000 compounds, 0.13% hits; HEK293 cAMP-luciferase reporter cells, luminescence, 24 h; AID 624418, 2012;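 further: loss of luciferase light is scored as toxicity; potency means the concentration at half of the fitted maximal effect; on the % scale 0 is the no-effect control and ±100 the full control effect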
#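 Cells in DMEM/10% Nu serum/1% pen-strep, 1536-well format. Pre-incubated 12 h, dosed with 23 nL compound, incubated a further 24 h. Luciferase detection, 12 min at room temp, luminescence.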
# KB-V1 MDR tox: qHTS assay for MDR1-selective chemotherapeutics: Primary screen using the drug-selected MDR subline cells KB-V1; KB-V1 MDR cells viability, CellTiter-Glo, 72 h; Potency, µM (highest dose often 46.1 µM), without a hit: at the highest dose activity change, negative = cytotoxicity, most hits filed as cytotoxic; 400,000 compounds, 3.4% hits; further: potency means the concentration at half of the fitted maximal effect; on the % scale 0 is the no-effect control and ±100 the full control effect; nearly all actives have a fitted effect of over 60% in size
#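 KB-V1 MDR subline cells in DMEM (phenol-red free, 10% FBS) exposed to compounds in qHTS concentration series for 72 h at 37 degrees C. Viability read by CellTiter-Glo luminescence; concentration-effect curves fitted after normalization and correction.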
# DRD3 agonist: qHTS of D3 Dopamine Receptor Agonist: qHTS; D(3) dopamine receptor (Homo sapiens), P35462; D3R DiscoveRx beta-arrestin cells, luminescence, 90 min; max activation, %; 410,000 compounds, 0.58% hits; AID 652048, 2013; in the data active means max activation above about 30%; further: 0% is about no effect; mostly tested at two doses, the higher about 12 µM
# Target sequence (P35462 whole entry, looked up): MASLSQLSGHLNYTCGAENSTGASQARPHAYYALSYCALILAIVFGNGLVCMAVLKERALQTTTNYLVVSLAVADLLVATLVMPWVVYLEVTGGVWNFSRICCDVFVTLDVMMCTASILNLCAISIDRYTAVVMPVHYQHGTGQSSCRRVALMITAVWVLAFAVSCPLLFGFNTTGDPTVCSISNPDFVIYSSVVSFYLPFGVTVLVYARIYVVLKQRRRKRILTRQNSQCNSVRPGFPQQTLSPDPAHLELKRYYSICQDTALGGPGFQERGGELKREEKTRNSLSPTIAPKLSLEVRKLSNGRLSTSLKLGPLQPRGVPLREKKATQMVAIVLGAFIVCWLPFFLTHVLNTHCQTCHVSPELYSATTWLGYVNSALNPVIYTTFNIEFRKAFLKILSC
#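 Cells at 1500/well, incubated overnight, then treated with pinned compounds (dopamine as control) for 90 min at 37 degrees C. DiscoveRx reagent added for 30 - 60 minutes at room temperature; luminescence read.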
# PTHR1 agonist: qHTS for PTHR1 Agonists: Primary Screen; Parathyroid hormone/parathyroid hormone-related peptide receptor (Homo sapiens), Q03431; HEK293 GP2 PTHR1 cells, GloSensor cAMP luminescence, 1 h; Potency, µM (top dose mostly 115 µM), inactives show top-dose activation, most hits filed as activators; 410,000 compounds, 0.075% hits; AID 743266, 2014; further: potency means the concentration at half of the fitted maximal effect; nearly all actives have a fitted effect of over 55% in size; some results filed as inactive show a strong effect at the top dose; inactives centre near -15; many of its hits are not listed in these tables
# Target sequence (Q03431 whole entry, looked up): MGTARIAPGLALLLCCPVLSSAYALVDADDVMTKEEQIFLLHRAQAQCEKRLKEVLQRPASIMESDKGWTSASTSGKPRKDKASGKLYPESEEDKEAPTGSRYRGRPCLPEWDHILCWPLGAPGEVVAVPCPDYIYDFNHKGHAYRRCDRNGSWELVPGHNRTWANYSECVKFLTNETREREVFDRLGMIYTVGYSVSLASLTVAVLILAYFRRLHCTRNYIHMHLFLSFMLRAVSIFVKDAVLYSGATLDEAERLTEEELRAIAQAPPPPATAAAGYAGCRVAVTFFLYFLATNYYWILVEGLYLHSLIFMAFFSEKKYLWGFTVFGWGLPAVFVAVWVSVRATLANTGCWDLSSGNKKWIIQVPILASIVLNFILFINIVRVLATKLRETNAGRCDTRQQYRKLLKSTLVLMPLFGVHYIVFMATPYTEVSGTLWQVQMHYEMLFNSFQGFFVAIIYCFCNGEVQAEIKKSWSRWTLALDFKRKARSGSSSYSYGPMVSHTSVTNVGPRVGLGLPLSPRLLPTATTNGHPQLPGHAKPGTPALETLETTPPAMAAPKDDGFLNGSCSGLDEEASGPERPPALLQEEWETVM
#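 HEK-293-derived GP2 cells expressing PTHR1 and a GloSensor cAMP reporter, 3,000/well, plated overnight, given luciferin plus IBMX (each 0.5 mM as added) for 1 h at 37 °C, then compound for 1 h at 37 °C. Luminescence was read after 15 min at room temperature.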
# D3 antag: qHTS of D3 Dopamine Receptor Antagonist: qHTS; D(3) dopamine receptor (Homo sapiens), P35462; D3R cells, DiscoveRx beta-arrestin luminescence, antagonist mode; active compounds read low; max response, negative = inhibition, %; 360,000 compounds, 2.5% hits; AID 652054, 2013; in the data active means max response below about -50%; inconclusive means no clear call, values can overlap the other calls; further: on the % scale 0 is the no-effect control and ±100 the full control effect; mostly tested at two doses, the higher about 12 µM
#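 Cells expressing the human receptor were seeded at 1500 cells/well, incubated overnight at 37 degrees C in 5% CO2, then exposed to library compounds with dopamine controls for 90 minutes at 37 degrees C before luminescent detection.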
# GLP1R ag: qHTS of GLP-1 Receptor Agonists. HEK293 GLP-1R CRE-luciferase, luminescence, 4-6 h; cells express a hypersensitive GLP-1R form. Potency, µM (top dose mostly 45.6 µM), for the others: at the highest dose activation, usual class: activators. 380,000 compounds, 0.007% hits. AID 624172, 2012; further: potency means the concentration at half of the fitted maximal effect; % of control where 0% means no effect
# aSyn yeast inh: qHTS of alpha-syn Inhibitors. Yeast expressing alpha-synuclein, growth rescue, BacTiter-Glo, 24 h. Potency, µM (series often up to 46.1 µM), for inactives: top-dose growth rescue (activation), hits mostly activators. 370,000 compounds, 0.14% hits. AID 652106, 2013; further: potency means the concentration at half of the fitted maximal effect; % of control where 0% means no effect; nearly all actives have a fitted effect of over 65% in size
#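 Galactose-induced alpha-syn yeast (OD600=0.02, raffinose-pregrown) + pinned cpd, 24 hr, 30 deg C; growth by BacTiter-Glo luminescence. Growth restoration scores as activation.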
# * hit, by the source's call; i = inactive; ? = inconclusive; nt = no result given; [ ] = dose if it differs, or a comment. Unless noted, the call rests on the fitted dose curve; in most records, active means well fitted curve in the direction sought with a large enough effect; inconclusive means small, poorly fitted or top-dose-only effect, or another doubt; inactive means no such curve, though single readings can be large; an effect the other way counts as inactive or inconclusive. These rows are one share of the data. The share of hits here may be higher or lower than overall.
# Start of the data: the first 3 compounds, ahead of the listing:
SMILES,GLP1R inv ag,TDP43 rescue,HEK293 tox,KB-V1 MDR tox,DRD3 agonist,PTHR1 agonist,D3 antag,GLP1R ag,aSyn yeast inh
O=C(CC1c2ccccc2C=C(c2ccsc2)N1c1ccc(-c2cccnc2)cc1)C1CC1 (stereo not drawn),?,16%,6%,?,-8,i,?,-3%,-16%
CCOC(=O)[C@]12CCCC=C1N(CCc1ccc(OC)c(OC)c1)C(=O)[C@H](CC(=O)NCc1ccccc1)C2,-16%,14%,0%,?,4,-17%,9,nt,4%
C=CCc1ccc2oc(C(=O)OCC)cc(=O)c2c1O,12%,?,-17%,14%,1,i,7,-5%,8%

# The list itself, repeating the preview:
SMILES,GLP1R inv ag,TDP43 rescue,HEK293 tox,KB-V1 MDR tox,DRD3 agonist,PTHR1 agonist,D3 antag,GLP1R ag,aSyn yeast inh
O=C(CC1c2ccccc2C=C(c2ccsc2)N1c1ccc(-c2cccnc2)cc1)C1CC1 (stereo not drawn),?,16%,6%,?,-8,i,?,-3%,-16%
CCOC(=O)[C@]12CCCC=C1N(CCc1ccc(OC)c(OC)c1)C(=O)[C@H](CC(=O)NCc1ccccc1)C2,-16%,14%,0%,?,4,-17%,9,nt,4%
C=CCc1ccc2oc(C(=O)OCC)cc(=O)c2c1O,12%,?,-17%,14%,1,i,7,-5%,8%
O=C(O)CC1(CC(=O)N2CCOCC2)CCCC1,-11%,-2%,?,-21%,8,-3%,-15,-2%,-2%
CCC(=O)Nc1nnc(-c2cccs2)s1,34%[activator],-10%,4%,0%,-3,-1%,11,2%,0%
CCC(CC)CN1C(N(C)C)=NC[C@@H]1CC(C)C,?,-3%,-24%,0%,5,-34%[inhibitor],8,-4%,?
Nc1cccn2c(-c3ccc(Cl)c(Cl)c3)cnc12,?,-18%,23%,-7%,-2,-27%,-1,12%,-10%
Cc1ccc(C(=O)O/N=C/C2=C(Cl)c3ccccc3CC2)cc1,14%,-10%,10%,?,-3,-17%,-10,3%,-3%
CCCCCCc1nc(C(N)=O)c2[nH]c(=O)n(-c3ccc(OCC)cc3)c2n1,-23%,10%,-5%,15%,2,-23%,12,11%,-1%
COc1ccccc1NC(=O)C1CC(=O)N(c2ccc(F)cc2)C1 (stereo not drawn),16%,-3%,20%,-5%,0,-14%[57.5 µM],38,2%,8%
COc1ccc(C(=O)OCC(=O)NC(=O)NC(C)C)cc1OC,12%,6%,4%,-8%,6,8%,12,0%,4%
O=C(c1ccc(-c2ccccc2)cc1)N1CCN(c2ccccn2)CC1,?,-3%[9.22 µM],-6%,4%,-1,-7%,13,10%,7%
Cc1ccc(NC(=S)NC2CCSc3ccccc32)cc1C (stereo not drawn),?,4%,?,-19%,6,-44%[inhibitor],-15,6%,-5%
C=CCn1c(SCc2ccc([N+](=O)[O-])cc2)nnc1C(C)NC(=O)c1ccccc1 (stereo not drawn),0%,-16%,-11%,7%,14,-4%,4,-3%,6%
Cc1[nH]n(-c2cccc([N+](=O)[O-])c2)c(=O)c1-c1ccccc1,31%,16%,1%,-7%,-4,-32%[inhibitor],-20,1%,-5%
O=C1CCC(c2ccc3c(c2)CCC3)=NN1,18%,11%,22%,0%,5,?,17,12%,11%
O=C(C1CCCO1)N(c1cccc(Cl)c1)C1C=CS(=O)(=O)C1 (stereo not drawn),-6%,2%,-19%,3%,-9,i,-5,-1%,4%
CCOC(=O)c1c(C)nc2sc3c(=O)n(-c4ccc(C(C)=O)cc4)nnc3c2c1-c1ccc(Cl)cc1,9%,-7%,-6%,?,29,-9%[57.5 µM],33,-12%,0%
CCCCN(Cc1ccccc1)S(=O)(=O)c1ccc2[nH]c(=O)oc2c1,?,6%,-14%,1%,7,-16%[57.5 µM],23,-5%,16%
CCNc1ccc(C(=O)NN=C2CCCC2)cc1[N+](=O)[O-],0%,-5%,-11%,-1%,-12,i,-22,22%,-4%
COc1ccc(C(=O)OCC(=O)N(Cc2ccccc2)Cc2ccccc2)c(O)c1,?,24%,3%,?,1,-36%[inhibitor],33,-8%,-1%
CC1=C(C(=O)Nc2ccc(C)cc2C)C(c2cccc([N+](=O)[O-])c2)n2nc(C(=O)OC(C)C)nc2N1 (stereo not drawn),?,7%,?,-3%,4,i,-14,-12%,3%
Cc1ccc(NC(=O)CCC(=O)NNC(=O)C(C)(C)C)c(C)c1,-8%,7%,-2%,-4%,-4,-16%,-9,-5%,-3%
CC(C)CCNC(=O)c1ccc2c(c1)N(Cc1ccccc1F)C(=O)c1ccccc1S2=O (stereo not drawn),?,3%,2%,0%,3,-18%,nt,-4%,nt
CCOC(=O)c1sc(C)c(C(=O)NCC(C)(C)CN(C)C)c1N,?,-6%,-12%,13%,-17,-3%,63,8%,-11%

# 5 entries from above, as tab-separated lines:
Compound	GLP1R inv ag	TDP43 rescue	HEK293 tox	KB-V1 MDR tox	DRD3 agonist	PTHR1 agonist	D3 antag	GLP1R ag	aSyn yeast inh
CCOC(=O)[C@]12CCCC=C1N(CCc1ccc(OC)c(OC)c1)C(=O)[C@H](CC(=O)NCc1ccccc1)C2	-16%	14%	0%	?	4	-17%	9	nt	4%
O=C(c1ccc(-c2ccccc2)cc1)N1CCN(c2ccccn2)CC1	?	-3%[9.22 µM]	-6%	4%	-1	-7%	13	10%	7%
COc1ccc(C(=O)OCC(=O)N(Cc2ccccc2)Cc2ccccc2)c(O)c1	?	24%	3%	?	1	-36%[inhibitor]	33	-8%	-1%
CCOC(=O)c1sc(C)c(C(=O)NCC(C)(C)CN(C)C)c1N	?	-6%	-12%	13%	-17	-3%	63	8%	-11%
O=C(CC1c2ccccc2C=C(c2ccsc2)N1c1ccc(-c2cccnc2)cc1)C1CC1 (stereo not drawn)	?	16%	6%	?	-8	i	?	-3%	-16%

# Other compounds follow.
SMILES,GLP1R inv ag,TDP43 rescue,HEK293 tox,KB-V1 MDR tox,DRD3 agonist,PTHR1 agonist,D3 antag,GLP1R ag,aSyn yeast inh
CCOc1ccc(C2CC(c3cccc(OC)c3OC)n3nnnc3N2)cc1Cl (stereo not drawn),13%,7%,-6%,0%,0,i,15,7%,10%
O=C(Nc1nnc([C@@H]2O[C@H](CO)[C@@H](O)[C@H]2O)s1)Nc1cccc2c1CCCC2,2%,6%,1%,-2%,-4,-27%,-7,-4%,?
CC(=O)Nc1cccc(/C(C)=N/NC(=O)c2ccccc2Cl)c1,0%,-13%,-24%,1%,-13,i,14,-14%,-4%
O=C1Nc2ccccc2-n2nnnc2C1N1CCN(C(=O)C2CCCO2)CC1 (stereo not drawn),23%,6%,-4%,-3%,2,i,-3,nt,0%
NC(=O)COC(=O)c1c2c(nc3ccccc13)CCCCC2,19%,8%,-5%,?,2,-21%,1,4%,17%
Cc1ccc(NC(=O)Cn2nc(-c3ccncc3)ccc2=O)cc1Cl,15%,0%,7%,nt,1,i,nt,nt,nt
C/C(=N\NC(=O)CN(c1ccccc1Br)S(C)(=O)=O)c1cccs1,7%,12%,9%,-9%,5,-14%,1,0%,0%
COc1cc(/C=N/Nc2nc3ccccc3s2)ccc1O,-30%,?,-29%,?,23,-24%,0,?,-10%
O=C(c1cccs1)N1CCN(S(=O)(=O)N2CCCCC2)CC1,0%,4%,0%,-9%,-8,i,-5,-1%,-10%
O=C(CN1C(=O)c2ccccc2C1=O)Nc1ccccc1,17%,11%,2%,17%,1,i,-3,-4%,3%
O=C(/C=C/c1ccco1)NCC(=O)N/N=C/c1ccc(Cl)cc1,-7%,4%,-17%,-4%,0,-18%,0,-2%,-1%
COc1ccc(OC)c(CNC(=O)Cc2c(C(=O)O)[nH]c3ccc(Cl)cc23)c1,3%,-10%,7%,0%,-1,i,-4,5%,-3%
O=C(O)CCCCCN1C(=O)C(O)=C(C(=O)/C=C/c2ccccc2)C1c1ccc2c(c1)OCO2 (stereo not drawn),-27%,-30%[inhibitor],-29%,-13%,9,-21%,0,-3%,-6%
O=C(COC(=O)[C@H](Cc1ccccc1)NC(=O)c1cccs1)NC1CC1,1%,-8%,-5%,18%,3,-22%,?,-3%,-3%
O=C(COc1ccc(Br)cc1)NCCNC(=O)c1ccccn1,10%,17%,7%,nt,3,i,-14,0%,-2%
S=C(NCC1CCCO1)Nc1cccc2ccccc12 (stereo not drawn),-2%,0%,-4%,-1%,12,-8%,-6,13%,-2%
CC12CCC(C/C1=N/OC(=O)c1cccc([N+](=O)[O-])c1)C2(C)C (stereo not drawn),10%,-33%[inhibitor],6%,24%,-7,i,-17,9%,-1%
CCCC/C=C/c1cccc2nncn12,5%,0%,0%,6%,3,i,11,6%,-4%
NC(=O)C1CCN(Cc2nc3cc(Cl)ccc3c(=O)[nH]2)CC1,-10%,-2%,29%,22%,-3,-2%[57.5 µM],-18,-14%,-1%
CCc1cc(-c2nnn(CCC3COCCO3)c2CC)cc(CC)c1-c1cn(CCc2c[nH]c3ccccc23)nn1 (stereo not drawn),?,23%,-8%,?,8,-43%[inhibitor],-2,11%,0%
CCCOc1ccc(-c2nc(SCc3ccccc3)[nH]c(=O)c2C#N)cc1OC,9%,14%,-15%,2%,5,-17%,7,8%,0%
